NOD1 inhibition = NOD1 signaling inhibitors, primary screen, cell-based, luminescence, uHTS (AID 1578); NOD1-driven NF-kB luciferase reporter cells, luminescence; higher % means a stronger effect; one-dose inhibition, % at 4 µM; EC50 in µM for titrated hits; 1% of 290,000 active; in the data active = inhibition mostly above about 36%, no sharp cut-off; inactive = mostly below about 34%;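 also: HEK-293T reporter cells stimulated with the NOD1 agonist gamma-tri-DAP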
GPR55 LPI antagonism = GPR55 antagonists blocking LPI-driven arrestin recruitment, primary screen, imaging, U2OS, beta-arrestin-GFP, LPI agonist (AID 2013) | 0.13% of 290,000 active | inhibition, % at 10 µM, or IC50 in µM where a hit was titrated | U2OS GPR55 beta-arrestin-GFP translocation imaging, LPI antagonism; higher % means a stronger effect;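 active = spots per cell inhibited over 60%, with over 100 cells counted and total cytoplasm intensity under 500,000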;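 also: U2OS cells stably carrying GPR55 and arrestin-GFP stimulated by 5 µM LPI near EC80; imaged beta-arrestin-GFP aggregate spots per cell after agonist stimulation; plate controls were LPI-stimulated DMSO wells for no effect and DMSO wells without LPI for full effect; some results filed as inactive read as strong as hits; confirmed hits need IC50 under 10 µM and bright autofluorescent wells are also inconclusive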
GPR55 activation = GPR55 agonists via beta-arrestin recruitment, primary screen, imaging, U2OS cells, beta-arrestin-GFP redistribution (AID 1961) | U2OS GPR55 beta-arrestin-GFP redistribution imaging; higher % means a stronger effect | activation, % at 10 µM; hits with a dose series show EC50 in µM | 0.048% of 290,000 active;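 active = activation above 40% with more than 50 cells counted in the well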;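 also: U2OS osteosarcoma cells stably expressing GPR55 and beta-arrestin-GFP; plate controls were DMSO negative control for no effect and LPI positive control for full effect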
KOR beta-arrestin-1 = KOR agonists, beta-arrestin recruitment, primary screen, cell-based, luminescence, uHTS (AID 1777); KOR beta-arrestin recruitment, luminescence; higher % means a stronger effect; one-dose activation, % at 10 µM; EC50 in µM for titrated hits; 0.02% of 280,000 active; in the data active = activation above about 50%, passing the limit was not always enough; also: a part of the inactive calls stands beside numbers as strong as those of hits
HIV peptide binding = inhibitors of HIV fusion peptide binding, primary screen, biochemical, uHTS, fluorescence dequenching (AID 1986); 0.3% of 290,000 active; cell-free peptide binding, fluorescence dequenching, 30 min; higher % means a stronger effect; inhibition, % at 20 µM; hits with a dose series show IC50 in µM; in the data active = inhibition mostly above about 52%, no sharp cut-off; inactive = mostly below about 76%; also: some results filed as inactive read as strong as hits
NOD2 inhibition = NOD2 signaling inhibitors, cell-based, luminescence, uHTS, HEK293 (AID 1566). inhibition, % at 4 µM; hits with a dose series show EC50 in µM. HEK293 NOD2/NF-kB luciferase reporter, luminescence; higher % means a stronger effect. 0.63% of 290,000 active; also: many of its hits are not listed in these tables
KOR beta-arrestin-2 = kappa opioid receptor blockers – cell-based, luminescence, uHTS (AID 1778); KOR beta-arrestin recruitment, luminescence, antagonist mode; higher % means a stronger effect; inhibition, % at 10 µM; hits with a dose series show IC50 in µM; 0.091% of 290,000 active; also: strong numbers were not always called active
MgcRacGAP inhibition = MgcRacGAP GTPase-activating activity inhibitors, confirmation, biochemical, ADP Hunter fluorescence; inhibition, % at 30 µM; hits with a dose series show IC50 in µM; 0.6% of 340,000 active; MgcRacGAP-stimulated Rac1 GTP hydrolysis, ADP Hunter fluorescence; higher % means a stronger effect; GST-tagged Rac1 F28L mutant substrate; AID 624330;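 active = first-screen hits whose inhibition reached a set limit at any dose in the follow-up dose series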;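 also: fluorescence reports GDP produced by GAP-driven GTP hydrolysis; strong numbers were not always called active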
SV40 large T antigen = TAg ATPase/helicase activity blockers – biochemical (AID 1903) | SV40 large T antigen ATPase/helicase inhibition assay; higher % means a stronger effect | inhibition, % at 20 µM, or IC50 in µM where a hit was titrated | 0.39% of 310,000 active; in the data active = a potency from the dose series; also: strong numbers were not always called active
* = called active by the depositor; nt = not tested or not shown; [ ] = another dose, or the depositor's remark. Rule as the data show it, unless noted: active = inhibition above about 50%; inactive = the rest. Only part of the results is shown. The share of hits here may be higher or lower than overall.

GPR55 activation | NOD1 inhibition | MgcRacGAP inhibition | NOD2 inhibition | HIV peptide binding | KOR beta-arrestin-2 | SV40 large T antigen | KOR beta-arrestin-1 | GPR55 LPI antagonism | canonical_smiles
-0.2% | -51% | 6% | -41% | 1.2% | -25% | 2% | 5.5% | 16% | O=C(Nc1ccccn1)c1cc2ccccc2cc1O
-0.3% | -8% | 4% | -7% | -0.3% | -43%[20 µM] | 25% | 1.2% | -6% | CC(C)Oc1ccc(C2NC(=O)c3ccccc3O2)cc1 (configuration not stated)
-0.1% | -17% | -1% | -16% | 1.9% | -14% | 2% | 0.8% | -4% | CCCCOC(=O)NC1CCS(=O)(=O)C1 (configuration not stated)
-0.2% | -6% | 11% | -2% | -1.7% | -3% | 7% | nt | 4% | CCCC1c2ccsc2CCN1C(=S)NC (configuration not stated)
1.0% | 4% | 4% | 6% | -0.2% | -31% | 0% | -0.9% | -5% | CCOc1cc(C(=O)NC(C)c2ccncc2)cc(OCC)c1OCC (configuration not stated)
-0.1% | 21% | 10% | 0% | -3.1% | -28% | 6% | -2.2% | 11% | CC(Oc1ccc(Cl)cc1Cl)C(=O)N(Cc1ccco1)C1CCS(=O)(=O)C1 (configuration not stated)
-0.1% | 4% | 10% | 12% | 7.2% | 2% | 9% | -0.1% | -2% | O=C(Nc1cccc(-c2nn[nH]n2)c1)c1ccc(Cl)s1
0.3% | -63% | 3% | -68% | -1.4% | nt | 4% | -2.2% | 4% | Cc1ccc(C)c(NC(=S)c2ccc3ccccc3n2)c1
0.5% | 3% | nt | 13% | 0.3% | 21% | 5% | -0.5% | -10% | O=S(=O)(c1ccccc1C(F)(F)F)N1C=CC(C(F)(F)F)=NCC1
0.9% | 15% | 8% | -8% | -1.8% | 5% | 5% | nt | 2% | O=C1NC(=Nc2ccccc2)CS1
1.5% | 6% | 10% | 22% | 12% | -1% | 22% | 0.5% | 14% | N#Cc1c(CSCC(=O)O)cc(=O)n2c1[nH]c1ccccc12
-0.3% | 7% | 4% | 3% | 2.9% | 8% | 3% | -3.4% | -4% | CCCCc1nc(SCC(=O)Nc2cc(C)on2)n[nH]1
12% | 106%* | 9% | -32% | 0.6% | 28% | 6% | 0.6% | 20% | O=C(NCc1cccnc1)/C(=C\c1ccc(-c2ccc(Br)cc2)o1)S(=O)(=O)c1ccccc1
-0.2% | 8% | 7% | 9% | 2.8% | -19% | 9% | 1.7% | 9% | Cc1ccc(N2CC(C(=O)Nc3nc4ccc(S(C)(=O)=O)cc4s3)CC2=O)cc1C (configuration not stated)
-0.3% | -12% | 3% | -2% | 0.8% | 18% | 5% | 7.0% | 4% | CCCC(C)C(=O)OCC(=O)Nc1c(Br)cc(C)cc1Br (configuration not stated)
0.6% | -36% | 2% | 13% | -1.0% | 3% | 10% | -2.7% | 4% | CCOC(=O)C1=NOC(CNC(=O)c2ccccc2Cl)C1 (configuration not stated)
-0.4% | -29% | 1% | 11% | 1.3% | -8% | 28% | -4.8% | 10% | O=C(c1ccc([N+](=O)[O-])cc1)N1C=CC(C(F)(F)F)=NCC1
-0.1% | -3% | 1% | 13% | -3.5% | 18% | 4% | 4.9% | -2% | CCCNC(=O)C(Cc1ccccc1)NS(=O)(=O)c1ccc2c(c1)CCC(=O)N2 (configuration not stated)
0.0% | -12% | 5% | 9% | 1.6% | -31% | 5% | 6.0% | -2% | COc1ccc(C(=O)NC(C)C2CC3CCC2C3)c(OC)c1 (configuration not stated)
-0.1% | -28% | -2% | -62% | 1.3% | -14% | 5% | -0.1% | 3% | CS(=O)(=O)NCc1ccc(C(=O)NCCOc2ccccc2)cc1
0.2% | -17% | 2% | 10% | 0.5% | 2% | -9% | 1.2% | -30% | COc1ccc(CNC(=O)c2n[nH]c3ccccc23)cc1OC
-0.1% | -1% | 5% | 1% | -1.6% | 5% | 4% | 1.3% | -4% | NC(=O)c1cc(NC(=O)CCc2nc3ccccc3s2)cc(C(N)=O)c1
0.3% | -17% | -1% | 12% | -0.8% | -76%[20 µM] | 8% | -4.8% | -2% | C=CCOc1c(Br)cc(CNn2cn[nH]c2=S)cc1OC
-0.1% | -11% | 9% | 8% | 1.1% | -12% | 9% | -2.7% | 10% | COc1cccc(Oc2nc3ncn(Cc4ccccc4)c3c(=O)n2C)c1
0.3% | 3% | 10% | -46% | -2.6% | 33% | 3% | 8.4% | 13% | CC(C)N(Cc1ccccc1)C(=O)c1ccc2nsnc2c1
-0.1% | -37% | 7% | -23% | 9.0% | 18% | 5% | -4.1% | -4% | O=C1c2ccccc2NC(c2ccc(O)c(O)c2)N1c1ccccc1Cl (configuration not stated)
0.8% | -17% | 0% | -20% | -1.3% | 5% | 3% | 2.0% | 25% | COc1ccc(-c2nn(-c3ccccc3)cc2/C=N/Nc2ccccn2)cc1OC
-0.1% | -19% | 5% | -5% | 0.4% | -34% | 7% | 1.7% | -7% | O=C(CSc1nc2ncccc2[nH]1)Nc1ccccc1-c1ccccc1
-0.2% | -28% | 10% | 3% | 38% | 7% | 6% | 6.7% | -14% | CC(=O)Nc1ccc(S(=O)(=O)Nc2nc3ccccc3nc2Nc2ccc(S(N)(=O)=O)cc2)cc1
-0.2% | -4% | 0% | -5% | -1.1% | -209% | 2% | 2.5% | -8% | Cc1ccc2nc(NC(=O)CN(C)S(=O)(=O)c3cccc4nsnc34)sc2c1
-0.1% | 13% | 9% | 30% | 2.9% | -47%[20 µM] | 0% | -1.5% | 10% | CCn1c(=O)c(C(=O)NCc2ccccc2OC)c(O)c2ccccc21
-0.1% | -4% | 4% | 2% | 1.5% | -66% | 11% | 3.4% | 15% | CN(c1ccc(C(=O)NC2CC2)cc1)S(=O)(=O)c1ccccc1
0.3% | 2% | 7% | 14% | 2.6% | -13% | 13% | 2.4% | 15% | CN1C(C(=O)NCc2cccc(C(F)(F)F)c2)CC2Cn3c(nc4ccccc43)C21 (configuration not stated)
-0.2% | -27% | 0% | -1% | 0.4% | -23% | 0% | -3.9% | -22% | CCOC(=O)CNC(=O)Nc1ccccc1C(=O)OC
-0.2% | 3% | 16% | 22% | -2.2% | 18% | 5% | 3.9% | 0% | CCCc1nc(NCc2ccco2)c(C#N)c2c1COC(C)(C)C2
0.0% | 8% | 10% | 10% | 1.5% | -9% | 5% | -0.3% | 0% | Cn1c(=O)n(C)c2cc(S(=O)(=O)O)ccc21
0.0% | -11% | -3% | 14% | -0.5% | 5% | nt | -3.9% | 10% | Cc1nn(C)c(C(=O)NNC(=O)NC2CCCCC2)c1Cl
0.0% | -68% | -3% | -32% | 0.3% | 6% | 7% | -1.1% | 8% | c1ccc(CSc2ccc(-c3cccs3)nn2)nc1
0.3% | -14% | 8% | 7% | 2.0% | 9% | 7% | -2.3% | 15% | Cc1ccc(NC(=O)c2ccc(NS(=O)(=O)/C=C/c3ccccc3)cc2)nc1
0.2% | -14% | 2% | 10% | 0.7% | -33% | 6% | 2.2% | 6% | Cc1ccccc1-c1nnn(CC(=O)c2ccc(S(=O)(=O)N3CCCC3)cc2)n1

NOD1 inhibition, hit marks shown above
GPR55 activation | NOD1 inhibition | MgcRacGAP inhibition | NOD2 inhibition | HIV peptide binding | KOR beta-arrestin-2 | SV40 large T antigen | KOR beta-arrestin-1 | GPR55 LPI antagonism | canonical_smiles
12% | 106%* | 9% | -32% | 0.6% | 28% | 6% | 0.6% | 20% | O=C(NCc1cccnc1)/C(=C\c1ccc(-c2ccc(Br)cc2)o1)S(=O)(=O)c1ccccc1

7 compounds drawn at random from the list so far:
GPR55 activation | NOD1 inhibition | MgcRacGAP inhibition | NOD2 inhibition | HIV peptide binding | KOR beta-arrestin-2 | SV40 large T antigen | KOR beta-arrestin-1 | GPR55 LPI antagonism | canonical_smiles
-0.1% | 13% | 9% | 30% | 2.9% | -47%[20 µM] | 0% | -1.5% | 10% | CCn1c(=O)c(C(=O)NCc2ccccc2OC)c(O)c2ccccc21
0.0% | -11% | -3% | 14% | -0.5% | 5% | nt | -3.9% | 10% | Cc1nn(C)c(C(=O)NNC(=O)NC2CCCCC2)c1Cl
0.0% | 8% | 10% | 10% | 1.5% | -9% | 5% | -0.3% | 0% | Cn1c(=O)n(C)c2cc(S(=O)(=O)O)ccc21
0.3% | 2% | 7% | 14% | 2.6% | -13% | 13% | 2.4% | 15% | CN1C(C(=O)NCc2cccc(C(F)(F)F)c2)CC2Cn3c(nc4ccccc43)C21 (configuration not stated)
0.0% | -68% | -3% | -32% | 0.3% | 6% | 7% | -1.1% | 8% | c1ccc(CSc2ccc(-c3cccs3)nn2)nc1
-0.2% | 3% | 16% | 22% | -2.2% | 18% | 5% | 3.9% | 0% | CCCc1nc(NCc2ccco2)c(C#N)c2c1COC(C)(C)C2
0.2% | -14% | 2% | 10% | 0.7% | -33% | 6% | 2.2% | 6% | Cc1ccccc1-c1nnn(CC(=O)c2ccc(S(=O)(=O)N3CCCC3)cc2)n1

The results go on:
GPR55 activation | NOD1 inhibition | MgcRacGAP inhibition | NOD2 inhibition | HIV peptide binding | KOR beta-arrestin-2 | SV40 large T antigen | KOR beta-arrestin-1 | GPR55 LPI antagonism | canonical_smiles
-0.4% | -6% | 11% | 13% | 1.5% | -4%[20 µM] | 16% | -1.9% | -11% | CCCCOC(=O)C1=C(C)NC(=O)NC1c1ccccc1 (configuration not stated)
0.2% | 29% | 4% | 17% | 26% | -45% | -3% | 0.6% | 18% | O=C1Nc2cc(Cl)c(Cl)cc2N(O)N1c1cc(Cl)cc(Cl)c1
-0.2% | -63% | 8% | -19% | 3.4% | -37% | 3% | -3.2% | 7% | Cc1[nH]c2ccccc2c1C(=O)COc1ccccc1F
-0.2% | -3% | 9% | 12% | -1.5% | 8% | 10% | 0.7% | 1% | CCOC(=O)c1cc(C)n(-c2ccc(Cl)cc2)c1C
0.0% | -24% | nt | 14% | 17% | 27% | 24% | -1.8% | 12% | CC12CC(NC(=O)N1c1ccc(C(=O)N3CCN(c4ccccn4)CC3)cc1)c1ccccc1O2 (configuration not stated)
0.0% | -18% | 8% | 5% | -2.0% | 21% | 17% | -0.1% | 10% | O=C(C(=O)N1CCN(c2ccc([N+](=O)[O-])cc2)CC1)c1cn(CC(=O)N2CCOCC2)c2ccccc12
-0.1% | 8% | -5% | 30% | 6.9% | 12% | 2% | -5.6% | 40% | CC(=O)NS(=O)(=O)c1ccc(NC(=S)NC(=O)C(C)C)cc1
0.0% | -29% | 21% | -8% | 2.4% | -5% | 6% | -0.4% | 9% | COc1ccc(C(CNC(=O)c2ccc(S(=O)(=O)Nc3ccccc3F)cc2)N(C)C)cc1 (configuration not stated)

Screening results (PubChem)
